Screening data (PubChem)
PI5P4Ka inh = blocks human PI5P4K alpha kinase activity. max response, %. 330,000 tested, 1.2% active. PI5P4Kalpha enzyme, ADP-Glo luminescence, 60 min; hits give low values. P48426; active = max response of -50% or lower; inconclusive = between -30% and -50%; inactive = -30% or higher; note: value at the top dose of about 77 µM; % is set by controls: 0 for no effect and ±100 for the full control effect
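qHTS, 1536-well: enzyme/substrate mix, compound by pin tool, 5 microM ATP final; RT 60 min; ADP-Glo reagents 1 (45 min) then 2 (30 min); luminescence.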
EPAC1 ag = activates human EPAC1 exchange factor; O95398; EPAC1 agonist qHTS, biochemical assay; response scale: 100% = response to 6.5 mM cAMP; Potency, µM (highest dose often 154 µM), without a hit: top-dose activation, most hits filed as activators; 360,000 tested, 0.073% active; note: potency is the fitted concentration of half-maximal effect; nearly all actives have a fitted effect of over 60% in size
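Nucleotide exchange by EPAC1 (100 nM) on Rap1B–BODIPY-GDP (250 nM) in the presence of 50 uM GDP is tracked fluorescently at 480/540 nm over 30 min. Signals are normalized to a 6.5 mM cAMP control.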
EPAC1 antag = blocks human EPAC1 exchange factor; O95398; EPAC1 GEF assay, Rap1b-BODIPY-GDP exchange fluorescence; Potency, µM (series often up to 115 µM), for the others: top-dose activity change, negative = inhibition, most hits filed as inhibitors; 360,000 tested, 0.14% active; AID 720709;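 note: potency is the fitted concentration of half-maximal effect; plate controls were vehicle for no effect and positive control for full effect; nearly all actives have a fitted effect of over 50% in size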
PLK1 PBD inh = inhibitors of human PLK1 polo-box domain binding; P53350; Plk1 PBD binding of FITC phosphopeptide, fluorescence polarization; Potency, µM, without a hit: max response, negative = inhibition, actives largely listed as inhibitors; 360,000 tested, 2.8% active; AID 720504; note: potency is the fitted concentration of half-maximal effect; series mostly up to about 57 µM; % is set by controls: 0 for no effect and ±100 for the full control effect; nearly all actives have a fitted effect of over 65% in size
MmCpn inh = M. maripaludis TRiC chaperonin inhibition. purified Mm-Cpn ATPase, ADP Transcreener TR-FRET. Potency, µM (doses to about 76.9 µM), without a hit: at the highest dose activity, negative = inhibition, most hits filed as inhibitors. 330,000 tested, 0.031% active; note: potency is the fitted concentration of half-maximal effect; % is set by controls: 0 for no effect and ±100 for the full control effect; nearly all actives have a fitted effect of over 80% in size
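Eu-cryptate anti-ADP/ADP-d2 competition gives a ratio inversely related to ADP. Enzyme at 25 nM was pre-exposed to compound for 10 min, then given 10 uM ATP for 30 min, 37°C throughout.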
WRN helicase inh = blocks human WRN helicase; 360,000 tested, 0.46% active; Potency, µM (titrated, usually from 114 µM), for the others: at the top dose activity change, negative = inhibition, usual class: inhibitors; Q14191; WRN helicase unwinding, fluorescent forked duplex, kinetic; note: potency is the fitted concentration of half-maximal effect; % is set by controls: 0 for no effect and ±100 for the full control effect; nearly all actives have a fitted effect of over 55% in size
Target sequence (Q14191 whole entry, looked up): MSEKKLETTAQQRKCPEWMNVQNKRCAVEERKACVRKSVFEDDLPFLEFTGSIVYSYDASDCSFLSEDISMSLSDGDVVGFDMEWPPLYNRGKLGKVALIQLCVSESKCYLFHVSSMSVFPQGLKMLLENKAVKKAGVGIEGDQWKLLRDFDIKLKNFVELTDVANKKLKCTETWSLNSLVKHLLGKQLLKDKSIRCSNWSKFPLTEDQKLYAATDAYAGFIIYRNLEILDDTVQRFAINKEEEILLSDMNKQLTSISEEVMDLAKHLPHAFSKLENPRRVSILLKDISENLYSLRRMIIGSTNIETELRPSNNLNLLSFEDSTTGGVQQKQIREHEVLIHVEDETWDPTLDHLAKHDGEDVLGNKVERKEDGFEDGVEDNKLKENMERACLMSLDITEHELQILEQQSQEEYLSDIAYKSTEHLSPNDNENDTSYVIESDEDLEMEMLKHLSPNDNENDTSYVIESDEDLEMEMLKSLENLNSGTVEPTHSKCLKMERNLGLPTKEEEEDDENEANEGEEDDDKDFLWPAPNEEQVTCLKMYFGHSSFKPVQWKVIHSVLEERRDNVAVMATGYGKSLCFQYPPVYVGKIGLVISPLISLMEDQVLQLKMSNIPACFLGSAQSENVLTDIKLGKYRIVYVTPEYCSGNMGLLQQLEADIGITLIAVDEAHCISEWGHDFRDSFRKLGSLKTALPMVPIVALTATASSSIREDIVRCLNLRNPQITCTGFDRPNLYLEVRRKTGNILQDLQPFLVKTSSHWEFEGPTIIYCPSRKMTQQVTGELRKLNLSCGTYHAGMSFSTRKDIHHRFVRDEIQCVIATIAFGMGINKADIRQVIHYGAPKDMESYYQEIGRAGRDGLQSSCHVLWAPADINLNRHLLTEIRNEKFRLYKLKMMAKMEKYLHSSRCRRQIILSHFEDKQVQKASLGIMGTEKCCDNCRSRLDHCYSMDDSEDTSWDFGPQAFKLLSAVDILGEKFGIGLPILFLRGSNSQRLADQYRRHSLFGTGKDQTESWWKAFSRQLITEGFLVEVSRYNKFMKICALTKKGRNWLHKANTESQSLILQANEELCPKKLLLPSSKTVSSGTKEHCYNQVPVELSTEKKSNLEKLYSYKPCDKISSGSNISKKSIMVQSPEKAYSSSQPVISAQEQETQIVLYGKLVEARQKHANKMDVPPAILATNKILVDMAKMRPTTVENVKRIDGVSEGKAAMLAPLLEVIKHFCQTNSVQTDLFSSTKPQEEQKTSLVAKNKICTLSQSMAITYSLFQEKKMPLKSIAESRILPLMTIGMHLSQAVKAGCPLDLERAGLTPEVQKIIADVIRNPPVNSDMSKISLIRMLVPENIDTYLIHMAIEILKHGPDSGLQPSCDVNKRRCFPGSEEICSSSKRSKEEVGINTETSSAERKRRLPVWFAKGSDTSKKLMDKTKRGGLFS
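Enzyme (20 nM final) and test compound sit together 15 min at room temperature before substrate addition. Substrate is a single-forked duplex oligonucleotide (100 nM) labelled with fluorophore and quencher, with 2 mM ATP; helicase unwinding raises red fluorescence, read kinetically.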
CCT modulator = modulators of cytosolic chaperonin (CCT/TRiC) activity; purified chaperonin ATPase assay, HTRF ADP detection, 30 min; activity change, % (no concentration beside the values), hits read low; 360,000 tested, 0.3% active; AID 651819; in the data active = activity change below about -30%; note: % is set by controls: 0 for no effect and ±100 for the full control effect
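First, chaperonin was dispensed at 40 nM or 20 nM final depending on batch activity. Next, compounds were pinned at 76 uM and ATP added at 10 uM. After 30 min at 37 °C, ADP detection reagents ran 30 min at ambient temperature.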
EPAC2 antag = blocks human EPAC2 exchange factor; Q8WZA2; EPAC2 GEF exchange of Rap1B-BODIPY-GDP, fluorescence; Potency, µM (titrated, usually from 114 µM), for the others: at the top dose activity, negative = inhibition, hits mostly inhibitors; 360,000 tested, 0.18% active; note: potency is the fitted concentration of half-maximal effect; % is set by controls: 0 for no effect and ±100 for the full control effect; nearly all actives have a fitted effect of over 45% in size; many of its hits are not listed in these tables
Numbers without * were called inactive; ? = inconclusive; . = not tested or not shown; & = joins results of further samples; [ ] = remark or other dose. Unless noted, calls come from the whole dose curve; as a rule, active = well fitted curve in the direction sought with a large enough effect; inconclusive = small, poorly fitted or top-dose-only effect, or another doubt; inactive = no such curve, though single readings can be large; an effect the other way counts as inactive or inconclusive.

1	CCOC(=O)[C@H]1[C@H]2COc3cc(OC)ccc3[C@@H]2N2C(=O)c3cc(C)ccc3NC(=O)[C@@]12C
2	CCCNC(=O)c1cc(SC)ccc1Cl
3	CCC1CCCCN1CC(O)COCc1cccc(OC)c1 (stereo not given)
4	CCc1ccc(N2CC(C(=O)Nc3ccc4c(c3)OCCO4)CC2=O)cc1 (stereo not given)
5	CC(C)C(=O)N=C1SC2CS(=O)(=O)CC2N1Cc1ccc(Cl)cc1 (stereo not given)
6	Cc1cc(C(=O)NCC(=O)Nc2ccc(F)c(F)c2)c(C)o1
Assay by compound	1	2	3	4	5	6
PI5P4Ka inh	-3	-7	5	4	7	-2
EPAC1 ag	3%	5%	10%	-16%	-4%	3%
EPAC1 antag	-17%	-17%	-7%	-2%	9%	-13%
PLK1 PBD inh	1%	-12%	-12%	-3%	3%	-3%
MmCpn inh	-3%	1%	-1%	-2%	-2%	0%
WRN helicase inh	-20%	15%	4%	4%	2%	-4%
CCT modulator	1.0	-1.0	-1.0	-0.1	-0.8	-0.8
EPAC2 antag	8%	5%	-1%	-11%	-6%	10%

7	CC(=O)Nc1ccc(OCC(O)CN2CCN(Cc3ccccc3)CC2)cc1 (stereo not given)
8	COc1ccc(-c2csc(NC(=O)C3CCN(C(=O)c4ccc(F)cc4)CC3)n2)cc1OC
9	COc1ccccc1C(=O)NCC(=O)OC(C)C(=O)N1CCOCC1 (stereo not given)
10	Cc1ccc(C(=O)O/N=C/c2c(N3CCOCC3)n(C)c3ccccc23)cc1
11	Cc1nc(NCc2ccco2)c2cn[nH]c2n1
12	Cc1ccc(C2CC(c3ccco3)n3ncnc3N2)cc1 (stereo not given)
Assay by compound	7	8	9	10	11	12
PI5P4Ka inh	.	1	-7	.	1	-2
EPAC1 ag	4%	-5%	1%	15%	5%	8%
EPAC1 antag	5%	-28%	-3%	-9%	4%	-18%
PLK1 PBD inh	-6%	2%	-1%	-5%	-9%	?
MmCpn inh	1%	-20%	-1%	0%	.	0%
WRN helicase inh	-2%	-10%	3%	-2%	8%	-6%
CCT modulator	-2.5	1.2	0.5	-1.1	-0.9	0.2
EPAC2 antag	-4%	-6%	8%	0%	9%	3%

13	Cc1ccc(-c2nnc(SCC#CCOC(=O)c3cccs3)o2)cc1
14	Cn1c(C(C#N)C(=O)Cc2cccc3ccccc23)nc2ccccc21 (stereo not given)
15	CC(=O)Nc1ccc(C(=O)N/N=C/c2cccnc2)cc1
16	Clc1ccccc1-c1nc2ccccc2c2nncn12
17	CCOC(=O)NC(=O)CSc1nnc(C2CC2)n1Cc1ccco1
18	CCOC(=O)C1(CC)NC(c2ccc(OC)cc2OC)C2C(=O)N(C)C(=O)C21 (stereo not given)
Assay by compound	13	14	15	16	17	18
PI5P4Ka inh	.	2	4	-1	-9	-1
EPAC1 ag	11%	9%	-4%	-5%	-7%	-20%
EPAC1 antag	3%	9%	?	-4%	-7%	-13%
PLK1 PBD inh	-13%	-1%	-12%	-23%	-9%	4%
MmCpn inh	-1%	3%	2%	0%	-1%	1%
WRN helicase inh	-4%	-12%	5%	12%	4%	3%
CCT modulator	-3.6	-4.3	-0.7	-0.1	-2.9	-0.1
EPAC2 antag	1%	-4%	2%	18%	0%	-4%

19	O=C(Cn1nnc(-c2ccccc2)n1)N1CCCCC1
20	Cc1cc(OCC(=O)NNC(=O)c2cccs2)ccc1Br
21	Cn1c(NC(=O)c2cccs2)cc(=O)n(C)c1=O
22	COc1cc(CNC(=O)c2cc3ccccc3oc2=O)cc(OC)c1OC
23	COc1cccc(N2C(=O)C3CCCN3C2=S)c1 (stereo not given)
24	NC(=O)CN1C(=O)C(O)(CC(=O)/C=C\c2ccc3c(c2)OCO3)c2ccccc21 (stereo not given)
Assay by compound	19	20	21	22	23	24
PI5P4Ka inh	1	3	1	1	-1	-7
EPAC1 ag	3%	6%	2%	4%	-8%	-6%
EPAC1 antag	8%	7%	9%	10%	-13%	2%
PLK1 PBD inh	-1%	-3%	3%	-3%	13µM*	0%
MmCpn inh	-3%	1%	0%	.	0%	0%
WRN helicase inh	5%	0%	3%	0%	-5%	11%
CCT modulator	-0.7	0.5	0.1	-0.5	-0.1	-1.8
EPAC2 antag	1%	-1%	-2%	-4%	5%	7%

Results in PLK1 PBD inh, EPAC1 antag and EPAC2 antag (two entries from above):
| entry | compound | PLK1 PBD inh | EPAC1 antag | EPAC2 antag |
| --- | --- | --- | --- | --- |
| 24 | NC(=O)CN1C(=O)C(O)(CC(=O)/C=C\c2ccc3c(c2)OCO3)c2ccccc21 (stereo not given) | 0% | 2% | 7% |
| 20 | Cc1cc(OCC(=O)NNC(=O)c2cccs2)ccc1Br | -3% | 7% | -1% |

The list goes on.
25	COc1ccc(CN(C)S(=O)(=O)c2nnc(NC(=O)c3cccc(F)c3)s2)cc1
26	COc1ccc(-c2nn3c(-c4ccc(F)cc4)nnc3s2)cc1
27	CC1CCCC(C)N1C(=O)C1CCCCC1 (stereo not given)
28	COc1ccc(OC)c(NC(=O)C(=O)NNC(=O)C23CC4CC(CC(C4)C2)C3)c1
29	O=C(Cc1nn[nH]n1)Nc1cc(Cl)cc(Cl)c1
30	O=C(CSc1ncn[nH]1)Nc1ccccc1-c1ccccc1
Assay by compound	25	26	27	28	29	30
PI5P4Ka inh	12	-1	-5	2	-23	0
EPAC1 ag	2%	7%	-7%	-2%	-11%	-5%
EPAC1 antag	-7%	1%	5%	10%	12%	-7%
PLK1 PBD inh	-17%	-14%	-9%	4%	-7%	-17%
MmCpn inh	-1%	-1%	0%	2%	1%	2%
WRN helicase inh	-18%	14%	4%	1%	8%	1%
CCT modulator	-1.1	-6.5	-3.8	-1.6	1.0	-1.2
EPAC2 antag	-14%	10%	3%	-8%	-5%	1%

Shown with bars between the fields: entries from further up.
entry | molecule | PI5P4Ka inh | EPAC1 ag | EPAC1 antag | PLK1 PBD inh | MmCpn inh | WRN helicase inh | CCT modulator | EPAC2 antag
28 | COc1ccc(OC)c(NC(=O)C(=O)NNC(=O)C23CC4CC(CC(C4)C2)C3)c1 | 2 | -2% | 10% | 4% | 2% | 1% | -1.6 | -8%
29 | O=C(Cc1nn[nH]n1)Nc1cc(Cl)cc(Cl)c1 | -23 | -11% | 12% | -7% | 1% | 8% | 1.0 | -5%

Remaining list, next part.
31	O=C(CN1CCN(Cc2ccccc2)CC1)Nc1ccc(N2CCOCC2)cc1
32	Cc1ccccc1CS(=O)(=O)Cc1ccc(C(=O)NCCCN2CCOCC2)o1
33	Cc1nnc(SCCCCSc2nnc(C)c(=O)[nH]2)[nH]c1=O
34	C=CCNC(=S)Nc1cccc2ccccc12
35	CCOc1ccc(S(=O)(=O)Nc2ccc(C(=O)N(C)CC(=O)Nc3ccc(OC)cc3)cc2)cc1
36	COc1ccccc1/C=C/C(=O)c1cc(Br)ccc1OC(=O)c1ccco1
Assay by compound	31	32	33	34	35	36
PI5P4Ka inh	2	2	-13	.	-6	3
EPAC1 ag	6%	-8%	8%	8%	3%	9%
EPAC1 antag	-5%	-14%	3%	2%	-19%	7%
PLK1 PBD inh	-22%	-5%	-3%	-5%	-4%	24µM*
MmCpn inh	0%	1%	-2%	-2%	4%	.
WRN helicase inh	-21%	4%	-33%	-2%	6%	0%
CCT modulator	0.9	-1.3	-0.7	1.8	-0.1	-2.1
EPAC2 antag	3%	6%	1%	0%	-2%	-3%

37	Cc1nnc(SCC(=O)NC2CC2)s1
38	CCN(CC)c1ccc(S(=O)(=O)N2CCOCC2)cc1NC(=O)c1cc(=O)c2ccccc2o1
39	Cc1ccc(Oc2nc3c(c(=O)n(C)c(=O)n3C)n2C)cc1C
40	CCCCN(C)S(=O)(=O)c1ccc(C(=O)Nc2nnc(-c3ccco3)o2)cc1
41	CC(C)OCC(O)CN1CCC(Cc2ccccc2)CC1 (stereo not given)
42	O=C(OC1CCN(c2ncc(C(F)(F)F)cc2Cl)CC1)c1cccc(C(F)(F)F)c1
Assay by compound	37	38	39	40	41	42
PI5P4Ka inh	0	2	3	-28	0	-4
EPAC1 ag	9%	0%	-2%	-9%	2%	2%
EPAC1 antag	-1%	6%	7%	-7%	-8%	1%
PLK1 PBD inh	-11%	9%	-1%	-18%	4%	-6%
MmCpn inh	0%	1%	4%	-1%	3%	-1%
WRN helicase inh	8%	-6%	-5%	-11%	-1%	-3%
CCT modulator	-1.7	-1.6	2.3	-3.3	0.9	-2.4
EPAC2 antag	1%	-5%	-7%	-11%	-2%	-5%

43	Cc1cccc(NC(=O)CSc2nnc(-c3ccco3)n2CC2CCCO2)n1 (stereo not given)
44	O=S(=O)(NCC(c1cccnc1)N1CCN(c2ccccc2)CC1)c1cc(F)ccc1F (stereo not given)
45	CCOc1ccccc1-n1c(C)nc2cc(C(=O)O)ccc21
46	CN(C)CCCN(C(=O)c1ccco1)c1nc2c(F)cc(F)cc2s1
47	COc1ccc(CC(C#N)(CO)c2nc3ccccc3[nH]2)cc1 (stereo not given)
48	COc1cc(C2NC(=O)NC(C)=C2C(=O)OCC2CCCO2)cc(OC)c1OC (stereo not given)
Assay by compound	43	44	45	46	47	48
PI5P4Ka inh	2	.	-10	-3	3	2
EPAC1 ag	4%	6%	2%	2%	-2%	5%
EPAC1 antag	-3%	5%	-11%	-11%	?	-2%
PLK1 PBD inh	-6%	-4%	3%	-1%	-4%	-12%
MmCpn inh	1%	0%	0%	0%	3%	1%
WRN helicase inh	-6%	3%[57.1 µM]	-1%	13%	-2%	4%
CCT modulator	0.9	-2.9	2.7	-0.9	-2.1	1.2
EPAC2 antag	-6%	-1%	-5%	4%	0%	-6%

49	COc1ccc(C(=S)N2CCN(c3cccc(Cl)c3)CC2)cc1
50	COc1ccc(C(=O)Nc2cccc(-c3ccc(N4CCOCC4)nn3)c2)cc1OC
51	CN1/C(=C/C(=S)NC(=O)C2CCC2)C(C)(C)c2ccccc21
52	CCc1c(O)nc(SCC(=O)Nc2ccccc2)n(-c2ccccc2)c1=O
53	Cc1cc(C)c(C#N)c(SCc2[nH]nc3c2C(c2ccccc2)C(C#N)=C(N)O3)n1 (stereo not given)
54	C=CCn1c(C)cc(C(=O)CSc2nc3ccccc3[nH]2)c1C
55	CCOC(=O)C1(CC2CCCCO2)CCN(C(=O)Nc2ccccc2SC)CC1 (stereo not given)
Assay by compound	49	50	51	52	53	54	55
PI5P4Ka inh	1	-2	-11	.	.	.	0
EPAC1 ag	8%	-3%	-4%	-2%	7%	15%	4%
EPAC1 antag	-25%	-3%	0%	5%	0%	-6%	-12%
PLK1 PBD inh	-8%	-1%	-16%	-7%	?	-3%	3%
MmCpn inh	0%&2%	0%	-4%	-5%	.	-2%	1%
WRN helicase inh	?	-5%	8%	-9%	1%	-10%	6%
CCT modulator	-4.3	1.2	-3.0	-0.6	-1.3	-0.3	-0.4
EPAC2 antag	0%	8%	-2%	2%	-1%	-5%	4%

A portion of the library; the hit share may differ from the screen's.
